# ROMK primary = ROMK potassium channel modulators, primary screen, cell-based, thallium flux, MLSMR library | ATP-sensitive inward rectifier potassium channel 1 (Homo sapiens), P48048 | Tet-inducible ROMK, thallium flux fluorescence; actives lie on both sides | B-score at 10 µM | 130,000 tested, 2% active;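 active = signal ratio slope over the read window, or its plate-corrected B-score, at least 3 SD from the plate mean, either direction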;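 note: B-score of the F/F0 ratio slope over 7 to 12 s after thallium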
# Target sequence (P48048 whole entry, looked up): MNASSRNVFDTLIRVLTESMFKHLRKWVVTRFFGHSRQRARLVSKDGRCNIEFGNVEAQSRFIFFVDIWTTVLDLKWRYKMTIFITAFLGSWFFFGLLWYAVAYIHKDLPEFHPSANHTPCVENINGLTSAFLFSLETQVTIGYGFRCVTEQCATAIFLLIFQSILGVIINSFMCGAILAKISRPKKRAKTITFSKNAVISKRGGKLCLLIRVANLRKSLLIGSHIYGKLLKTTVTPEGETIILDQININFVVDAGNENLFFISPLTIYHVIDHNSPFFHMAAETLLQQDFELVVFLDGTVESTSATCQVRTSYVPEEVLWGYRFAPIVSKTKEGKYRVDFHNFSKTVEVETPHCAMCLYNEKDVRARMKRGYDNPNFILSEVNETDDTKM
# APP 5UTR inh = inhibitors of APP translation via 5'UTR reporter, primary screen, APP 5'UTR luciferase, SH-SY5Y cells; inhibition, % at 2 µM; AID 1285, 2008; SH-SY5Y APP 5'UTR-luciferase reporter, luminescence; 190,000 tested, 0.82% active;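 active = inhibition above a set limit, derived from the sample mean plus 3 SD, cut at about 45% in these data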; note: values of inactives mirror those of a sister screen read the other way
# STAT1 activator = STAT1 signaling activators, primary screen, cell-based, HTS, luciferase reporter; NIH 3T3 STAT1-luciferase reporter, IFN-gamma, luminescence; 100% = IFN-gamma alone, no compound; activation (% of control), % at 5.5 µM; AID 932, 2007; 200,000 tested, 2.6% active;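 active = activation above the screen-wide mean activation plus 3 SD, cut at about 130% in these data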;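 note: raw ratio to IFN-gamma control signal so 100% means no change and 0% no light; values of inactives mirror those of a sister screen read the other way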
# STAT3 inh = IL-6 driven STAT3 reporter inhibitors, primary screen, U3A cells, luciferase, luminescence, MLSCN library; AID 862, 2007; IL-6 STAT3-luciferase reporter; host cell line lacks STAT1; 190,000 tested, 0.89% active; inhibition, % at 5.5 µM;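 active = inhibition above the mean inhibition across all screened compounds plus 3 SD, cut at about 44% in these data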;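 note: 0% = DMSO only wells and 100% = 100 µM nifuroxazide control wells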
# STAT3 act = IL-6 driven STAT3 reporter potentiators, primary screen, U3A cells, luciferase, luminescence, MLSCN library. IL-6 STAT3-luciferase reporter; 100% = signal with IL-6 EC80 alone. activation (% of control), % at 5.6 µM. 190,000 tested, 0.91% active;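 active = activation above the screen-wide mean of compound activation plus 3 SD, cut at about 130% in these data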;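 note: 0% = background luminescence of wells with medium and substrate only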
#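 System – human U3A cells carrying STAT3-luciferase construct · Probe or stimulus – Interleukin-6, 33 ng/mL · Schedule – compound 1 h, then IL-6 6 h at 37 °C · Signal – luminescence from STAT3-driven luciferase reporter · Evaluation – percent of IL-6-only median luminescence · Benchmarks – IL-6-only high control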
# NF-kB expr up = activators of NF-kB expression in neurons, primary screen, cell-based, HTS; fold change at 12.5 µM; human neuronal cells, NF-kB reporter expression; active compounds read high; 190,000 tested, 1.6% active; in the data active = fold change above about 3.3
# FLuc inhib CS = firefly luciferase enzyme inhibitors, primary screen, artefact control for luciferase-based inhibitor screens, biochemical, luminescence, ATPLite. 200,000 tested, 1.5% active. inhibition, % at 10 µM. AID 1006, 2008. 10 min. Luciferin 4-monooxygenase (Photinus pyralis), P08659;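 active = inhibition above about 50% when tested at 10 µM, limit read from the data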
# Target sequence (P08659 whole entry, looked up): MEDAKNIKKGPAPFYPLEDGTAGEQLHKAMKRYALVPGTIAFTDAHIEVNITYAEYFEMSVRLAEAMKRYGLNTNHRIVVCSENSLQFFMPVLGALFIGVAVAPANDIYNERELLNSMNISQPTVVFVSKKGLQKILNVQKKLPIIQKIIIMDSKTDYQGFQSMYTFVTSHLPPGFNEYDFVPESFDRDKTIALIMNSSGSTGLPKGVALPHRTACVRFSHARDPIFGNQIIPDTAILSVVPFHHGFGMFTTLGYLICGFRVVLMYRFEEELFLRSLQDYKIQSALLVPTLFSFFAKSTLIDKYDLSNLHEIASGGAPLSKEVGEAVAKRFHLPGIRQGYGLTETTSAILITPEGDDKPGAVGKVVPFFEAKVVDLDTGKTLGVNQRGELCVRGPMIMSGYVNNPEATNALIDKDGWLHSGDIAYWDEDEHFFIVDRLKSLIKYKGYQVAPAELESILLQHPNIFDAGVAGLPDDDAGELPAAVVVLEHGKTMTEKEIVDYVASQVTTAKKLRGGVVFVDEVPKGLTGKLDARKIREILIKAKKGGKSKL
# FLuc stim CS = FLuc activators, initial screening, artefact control for FLuc-dependent activation tests, biochemical, ATPlite luminescence; Luciferin 4-monooxygenase (Photinus pyralis), P08659; 200,000 tested, under 10 active; ATPlite luciferase biochemical, 10 min; 0 = ATP-free wells, 1 = DMSO control; activation factor at 10 µM;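 active = luciferase activation factor, scaled between plate controls, of at least 2 with compound at 10 µM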
#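 System: luciferase plus luciferin reagent, cell-free; medium: PBS as buffer for the ATP substrate; dosing: test compounds dosed from 2 mM stocks in 100% DMSO; timing: 10 min post-reagent at room temperature; measured by: luminescence measurement of luciferase light output; evaluation: luciferase activation, seen as luminescence increase over controls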
# STAT1 blocker = STAT1 signaling inhibitors, primary screen, cell-based, HTS, luciferase reporter; inhibition, % at 5.5 µM; NIH 3T3 STAT1-luciferase reporter, IFN-gamma, luminescence; 200,000 tested, 0.35% active; AID 920, 2007;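 active = inhibition above a set limit, the mean inhibition across all tested compounds plus 3 SD, cut at about 34% in these data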;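 note: 0% = IFN-gamma with DMSO and 100% = IFN-gamma with 300 µM nifuroxazide; values of inactives mirror those of a sister screen read the other way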
# APP 5'UTR act = activators of APP 5'UTR luciferase reporter, primary screen, SH-SY5Y cells. 190,000 tested, 1% active. SH-SY5Y APP 5'UTR luciferase reporter, luminescence; zero percent = DMSO vehicle wells. activation, % at 2 µM. AID 1276, 2008;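 active = activation above a set limit, based on mean plus 3 SD of controls, cut at about 140% in these data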; note: values of inactives mirror those of a sister screen read the other way
# * = called active by the depositor; x = not tested or not shown.
# Below each compound: STAT1 blocker	ROMK primary	FLuc stim CS	APP 5UTR inh	STAT3 inh	NF-kB expr up	STAT3 act	STAT1 activator	APP 5'UTR act	FLuc inhib CS
CC(OCCN1CCCC1)(c1ccc(F)cc1)c1ccc(F)cc1
    5.5	-1.23	1.1	2.8	-0.7	1.04	101.7	94.5	-2.8	-8.6
O=c1c2c3c(sc2nc2n1CCCC2)CCC3
    -4.8	-1.22	1	9.9	16.3	1.34	87.8	104.4	-9.9	-4.7
CNCc1cn2cc(Cl)ccc2n1
    -2.7	x	1	4.9	-10.5	0.92	104.8	102.4	-4.9	-2.2
COc1cc(NS(=O)(=O)c2ccc(OC)c(C)c2C)c(OC)cc1Cl
    12.7	x	0.9	64.8*	22.7	0.89	82.1	88.3	-64.8	5.8
O=C(Nc1ccccn1)c1ccc([N+](=O)[O-])cc1Cl
    -6.5	0.198	1	1.7	7.4	0.99	92.6	105.9	-1.7	4.1
COc1cc(OC)cc(C(=O)NCC(=O)OCC(=O)NC(C)(C)C)c1
    7.6	x	1	4.0	0.0	1.27	98.8	93.1	-4.0	-0.6
Cc1ccc(CN2C(=O)C3CCCN3c3ccc(S(=O)(=O)N4CCOCC4)cc32)cc1 (configuration not stated)
    -5.0	0.232	1	-7.8	-15.4	1.08	113.8	104.5	7.8	-4.9
O=C(CSc1nc2ccccc2c(=O)n1-c1ccccc1)NC(=O)CN1CCCC1=O
    0.7	0.261	1	-8.6	14.1	1.14	91.7	99.2	8.6	-4.8
O=C(NC1CCC(NC(=O)C2CCCO2)CC1)C1CCCO1 (configuration not stated)
    -1.8	x	1	7.6	-0.3	1.02	101.8	101.6	-7.6	4.6
O=C(CC1Sc2ccccc2NC1=O)Nc1cccc(C(=O)O)c1 (configuration not stated)
    4.6	x	1	10.4	-9.3	1.16	107.7	96.6	-10.4	-4.4
CC(C)CC(NC(=O)c1ccc(Cl)cc1)C(=O)OCc1cc([N+](=O)[O-])cc2c1OCOC2 (configuration not stated)
    6.9	x	1	-10.2	-2.1	1.03	100.5	93.7	10.2	-2.1
CCc1nc(SCc2ccc([N+](=O)[O-])cc2)n[nH]1
    3.7	-0.46	1	9.3	3.8	0.99	95.0	98.7	-9.2	3.1
CCOC(=O)N=Nc1c(O)n(CC)c2ccccc12
    -3.5	-0.399	1.1	12.8	-0.2	1.14	98.9	103.5	-12.8	-6.5
Cc1cc(C)nc(NC(=O)CN2C(=O)c3ccccc3C2=O)n1
    -0.4	0.885	1	11.7	-6.3	1.14	107.7	100.4	-11.7	-2.5
COC(=O)c1cc(Br)c(=O)n(Cc2ccc(C(=O)O)cc2)c1
    7.1	0.0498	1	0.8	-1.0	1.08	103.4	93.5	-0.8	-1.6
COc1cc2c(C#N)c(N3CCc4ccccc4C3)nc(N)c2c(N)n1
    -16.1	x	1.1	12.3	9.6	0.91	96.4	114.7	-12.2	-6.3
CCn1nccc1C(=O)Nc1cc(Cl)ccc1Cl
    -6.5	x	1	-5.2	23.0	0.86	82.4	108.7	5.2	-3.0
COc1ccc(S(=O)(=O)N(Cc2ccccc2)c2ccccc2C(=O)Nc2ccccc2C(=O)NCc2ccco2)cc1
    13.3	1.2	1	0.5	-6.4	0.74	103.1	88.2	-0.5	-4.2
Cc1ccc(NC(=O)C(OC(=O)c2cc(C)oc2C)c2ccccc2)cc1 (configuration not stated)
    6.8	x	1.1	-1.5	-1.4	0.83	106.2	93.9	1.5	-6.2
CC(CN(C)Cc1ccccc1)OC(=O)c1cccc(F)c1 (configuration not stated)
    -1.1	x	0.9	-3.0	12.3	1.01	92.0	100.9	3.0	5.5
C=CCN(c1ccc(C(=O)Nc2cc(C)cc(C)c2)cc1)S(C)(=O)=O
    0.1	0.371	1	10.2	-4.8	0.83	101.8	100.0	-10.2	-2.7
COc1cc(/C=N/NC(=O)c2ccncc2)ccc1OCc1cnc(Cl)s1
    -5.2	-0.121	1.1	-9.3	-4.6	1.65	113.1	105.0	9.3	-6.7
Cc1ccc(C)c(OCCCC(=O)N2CCOCC2)c1
    -29.3	0.00172	1	-29.2	-1.7	1.6	103.5	125.1	29.2	-4.8
CCOC(=O)C1(Cc2ccc(OC)cc2)CCN(C(=O)c2ccc3[nH]ccc3c2)CC1
    -2.1	x	1	-3.0	11.2	1.45	93.2	99.9	3.0	-2.7
CCOc1ccc(-n2nnc3c(=O)n(CC(=O)N4CCCc5ccccc54)cnc32)cc1
    -5.3	x	1	10.6	9.4	1.01	96.5	104.8	-10.6	-4.6
Cc1cc(C)cc(OCC(=O)OCc2nnc(-c3ccccc3)o2)c1
    -0.8	0.542	1.1	-9.4	9.8	1.11	98.8	98.8	9.4	-8.4
O=C(CCC1CCCC1)N1CCN(C(=O)c2ccco2)CC1
    -0.4	-0.306	1.1	-27.8	7.2	1.35	97.3	100.4	27.8	-5.2
CCCCCCOC(=O)C(C#N)c1nc2ccccc2nc1N1CCOCC1 (configuration not stated)
    -1.2	x	1	-10.0	10.2	1.16	97.5	101.1	10.0	-0.9
O=C(CSCc1ccc(F)cc1)Nc1ccccc1
    -7.1	x	1	-6.3	19.2	1.47	90.3	108.5	6.3	-3.6
COc1ccc(-c2noc(CSc3nnc(-c4ccccc4)n3C)n2)cc1
    -5.0	x	1	-5.3	7.5	1.85	100.0	104.6	5.3	4.4

# A stretch from further up, for reference:
# Below each compound: STAT1 blocker	ROMK primary	FLuc stim CS	APP 5UTR inh	STAT3 inh	NF-kB expr up	STAT3 act	STAT1 activator	APP 5'UTR act	FLuc inhib CS
O=C(CSCc1ccc(F)cc1)Nc1ccccc1
    -7.1	x	1	-6.3	19.2	1.47	90.3	108.5	6.3	-3.6
COc1ccc(-c2noc(CSc3nnc(-c4ccccc4)n3C)n2)cc1
    -5.0	x	1	-5.3	7.5	1.85	100.0	104.6	5.3	4.4

# Further structures:
# Below each compound: STAT1 blocker	ROMK primary	FLuc stim CS	APP 5UTR inh	STAT3 inh	NF-kB expr up	STAT3 act	STAT1 activator	APP 5'UTR act	FLuc inhib CS
O=C(COC(=O)c1cccc(S(=O)(=O)NCc2ccccc2)c1)NCC1CCCO1 (configuration not stated)
    -3.4	-0.249	1.1	-3.7	0.2	1.13	103.1	102.8	3.7	-7.0
COc1ccccc1CN(Cc1nc2ccccc2c(=O)[nH]1)C(=O)Nc1cccc(C)c1
    -12.6	-1.08	1	6.1	-4.7	0.89	109.1	111.5	-6.1	-0.4
Cc1cc(C)c(C(N)=O)c(Nc2cccc3ccccc23)n1
    -7.2	x	1.1	-29.1	-1.6	1.52	102.9	106.7	29.1	-5.3
COc1cccc(Nc2nc(N)nc(C(F)(F)F)n2)c1
    -6.6	0.891	1	-23.2	0.1	1.96	103.5	106.0	23.2	-1.6
O=C(O)/C=C\c1ccccc1Oc1ccc(F)cc1
    -2.3	0.313	1	-3.6	-5.4	1.06	105.4	101.1	3.6	-1.7
Cc1ccc(C(=O)NC(=C(Cl)Cl)S(=O)(=O)c2ccc(C)cc2)cc1
    -1.6	x	1	6.9	-14.4	0.93	110.8	101.4	-6.9	-4.6
CCOC(=O)c1c(NC(=S)Nc2ccc(C)cc2)sc2c1CCC2
    -4.4	1.6	1	-5.9	5.5	1.24	93.5	104.0	5.9	-4.8
COc1ccc(NC(=O)CSc2nnc(C(C)C)n2N)cc1
    -1.5	x	1	-3.3	-4.3	1.13	104.4	101.4	3.2	1.0
CCOc1c2ccc(C(=O)NCc3ccc(C)cc3)cc2nn1CC
    -0.9	0.284	1	-7.8	9.2	1.55	97.9	100.8	7.8	-1.5
O=C(CCl)N(c1ccccc1)c1ccccc1
    36.3*	-5.4*	1	44.8	31.4	0.15	76.5	65.6	-44.8	-4.1
Cn1c(CO)cnc1SCc1ccc([N+](=O)[O-])cc1
    -6.8	x	1	x	7.5	1.24	98.5	106.1	x	1.5
CCCCN1C(=O)C2(NNc3ccccc3O2)c2ccccc21 (configuration not stated)
    -2.5	-0.59	1	-2.0	-5.2	1.01	109.8	102.3	2.0	-0.8
CNc1nc(OC)nc(N2CCOCC2)n1
    -1.7	-0.158	1.1	-9.6	-7.1	1.09	108.7	100.0	9.6	-6.5
CCc1ccc(C(=O)NCc2ccc(Cl)cc2)cc1
    1.5	x	1	-24.4	27.2	1.58	78.5	98.7	24.4	-1.3
N=C(N)SCc1nc2ccccc2c(=O)n1-c1ccccc1Cl
    -29.0	x	1	-10.7	21.8	1.1	85.6	126.5	10.7	2.4
c1ccc(CNc2nnnn2-c2ccccc2)cc1
    7.4	-1.46	1.1	-28.7	18.8	1.16	86.7	89.1	28.7	-5.5
CC(C)C(=O)Nc1nnc(CCN2CCCCC2)s1
    3.4	-1.02	1	-7.4	12.6	1.2	94.1	96.8	7.4	-2.2
CCOC(=O)c1cc(-c2ccc(C)cc2)n(CCC(=O)N2CCN(c3ccccn3)CC2)c1C
    1.3	x	1	-2.8	-1.0	0.6	100.8	98.8	2.8	3.9
O=C1NN=C(c2ccccc2)CC1c1ccc(Cl)cc1Cl (configuration not stated)
    4.8	0.788	1.1	-28.7	6.6	1.3	98.4	95.4	28.7	-9.1
COc1ccc(CCNC(=O)CN(C)S(=O)(=O)c2ccc(Br)s2)cc1OC
    3.8	0.22	1	-11.2	-4.0	1.31	106.9	96.6	11.2	-2.3
Cc1ccc(NC(=O)CSC2=C(C#N)C(c3ccco3)C3=C(CCCC3=O)N2)cc1 (configuration not stated)
    -1.9	-0.8	1	-3.8	-0.7	1.64	106.1	100.7	3.8	2.1
COc1ccc(-n2nc3cc(C)c(NC(=O)C(C)C)cc3n2)cc1
    -42.8	0.0211	0.8	-83.0	25.9	1.12	79.3	139.2*	83.0	19.4
CC1(C)NC(=O)N(CCCOc2ccc(Br)cc2Cl)C1=O
    -24.8	x	0.8	-28.7	-14.6	2.3	115.0	122.7	28.7	18.2
COc1ccccc1C(=O)N(Cc1ccco1)C1CCS(=O)(=O)C1 (configuration not stated)
    -2.5	1.17	1	9.8	-5.7	1.07	106.5	102.2	-9.8	-0.4
C=CCn1c2ccccc2c2nnc(SCc3[nH]c(=O)[nH]c3C(=O)CCCCC(=O)OCC)nc21
    -6.1	x	1	-10.3	-5.8	0.74	101.1	105.5	10.3	2.0
CC(Sc1nc(-c2ccccc2)cc(C(F)(F)F)n1)C(=O)Nc1sc2c(c1C(N)=O)CCC2 (configuration not stated)
    8.1	x	1	-3.6	0.5	1.06	98.8	92.8	3.6	0.1

# High-throughput results deposited in PubChem BioAssay by several laboratories.
